PAFAH1B2 FP inh: inhibitors of human PAFAH1B2; P68402; recombinant PAFAH1B2, FP-rhodamine activity probe, fluorescence polarization; inhibition, % at 3.39 µM; actives 1.2% (n = 340,000);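 active means inhibition above the mean of all tested compounds plus 3 SD, cut at about 24% in these data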;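 further: 0% = enzyme with DMSO and 100% = wells lacking PAFAH1B2; many of its hits are not listed in these tables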
Target sequence (P68402 whole entry, looked up): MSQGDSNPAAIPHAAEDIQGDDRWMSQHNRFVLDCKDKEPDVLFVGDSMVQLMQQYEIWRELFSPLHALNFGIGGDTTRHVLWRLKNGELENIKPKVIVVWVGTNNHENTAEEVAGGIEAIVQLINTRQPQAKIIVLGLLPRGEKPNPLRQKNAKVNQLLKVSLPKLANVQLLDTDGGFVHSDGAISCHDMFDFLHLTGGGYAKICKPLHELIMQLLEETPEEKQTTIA
MEX-5 binding: C. elegans MEX-5 TCR-2 RNA binding activity; MEX-5/FITC-TCR2 RNA binding, fluorescence polarization; stronger effect = lower value; activity score (negative = inhibition of binding), % at 10 µM; actives 0.38% (n = 300,000); AID 1832;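 active means inhibition past about -25% in most replicates, and total fluorescence under double the plate's negative control median, limit read from the data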;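 further: 0% = DMSO and -100% = 5 µM competing unlabeled TCR2 RNA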
Target sequence (Q9XUB2 whole entry, looked up): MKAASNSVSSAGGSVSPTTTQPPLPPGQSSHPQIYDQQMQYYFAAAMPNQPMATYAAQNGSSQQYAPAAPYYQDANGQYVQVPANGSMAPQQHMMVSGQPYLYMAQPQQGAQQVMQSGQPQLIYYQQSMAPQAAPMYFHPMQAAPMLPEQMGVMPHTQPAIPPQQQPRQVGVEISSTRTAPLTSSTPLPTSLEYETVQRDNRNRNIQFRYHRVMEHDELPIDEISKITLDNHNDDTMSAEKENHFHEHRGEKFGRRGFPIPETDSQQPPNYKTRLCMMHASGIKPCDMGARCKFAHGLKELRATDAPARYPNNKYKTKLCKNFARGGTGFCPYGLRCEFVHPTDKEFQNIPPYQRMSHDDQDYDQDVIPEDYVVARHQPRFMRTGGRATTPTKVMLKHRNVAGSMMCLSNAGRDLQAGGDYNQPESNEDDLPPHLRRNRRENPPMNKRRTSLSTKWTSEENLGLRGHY
* hit, by the source's call.

The line under a structure holds: PAFAH1B2 FP inh | MEX-5 binding
- O=C(Nc1nc2cc3c(cc2s1)OCO3)c1ccco1
 : 0 | 0.1
- CCC(NC(=O)Cc1c(C)c2c(cc(C)c3c(C)c(C)oc32)oc1=O)C(=O)O (centres undefined)
 : 3 | -2.2
- CCc1ccc(N(CC(=O)NC(C)(C)C)C(=O)CCC(=O)Nc2ccccn2)cc1
 : 4 | -2.2
- O=C(NCC1CCN(Cc2cccc(Cl)c2)CC1)Nc1ccccc1Cl
 : 2 | 0.4
- COc1ccc(Oc2coc3cc(O)ccc3c2=O)cc1
 : 6 | -2.0
- COc1cc2ccccc2cc1C(=O)N/N=C/c1ccc2c(c1)OCO2
 : 3 | -1.1
- CCOc1ccccc1C(=O)N(C)CC(=O)Nc1ccc(OC)cc1
 : -2 | 1.7
- CCOC(=O)c1ccccc1NC(=O)c1cc2ccccc2o1
 : -3 | 3.7
- CN1C(=O)C(Cl)(Cl)C(=O)c2ccccc21
 : -2 | -2.1
- CCOC(=O)C1(Cc2cccc(Cl)c2)CCCN(C(=O)c2ccoc2C)C1 (centres undefined)
 : 0 | 0.7
- COc1ccc(S(=O)(=O)N2CCN(Cc3cccnc3)CC2)cc1
 : 0 | 0.1
- O=[N+]([O-])c1cccc(/C=N/N=C\c2ccccc2)c1
 : 5 | 0.0
- COCCn1c(Sc2nc(C)cs2)nc2c1c(=O)[nH]c(=O)n2C
 : 1 | 1.2
- COc1ccccc1NC(=O)C1=C(C)NC(SCC(=O)c2ccccc2)=C(C#N)C1c1ccco1 (centres undefined)
 : 0 | 3.0
- O=C(c1ccc(F)cc1F)N1CCCc2ccccc21
 : 8 | -0.1
- Cn1c(=O)n(CCO)c(=O)c2c1nc(Br)n2Cc1ccccc1
 : 4 | -0.8
- O=C(CCl)N=c1sccn1Cc1cccc2ccccc12
 : 6 | 0.4
- COc1ccc(C(C(=O)NC2CCCCC2)N(CC2CCCO2)C(=O)CCCC(=O)Nc2ccccn2)cc1 (centres undefined)
 : 2 | 0.1
- CC1=NN(C(N)=S)C(=O)C1N=Nc1ccc(O)cc1 (centres undefined)
 : 3 | -3.8
- CN(C)c1cccc(C(=O)N(Cc2ccccc2)Cc2ccccc2)c1
 : -4 | -0.1
- O=C(CSc1nnc(SCc2ccccc2)s1)N/N=C/c1c[nH]c2ccccc12
 : 4 | -1.0
- O=C(C1=NNCC1c1ccc(Cl)cc1)C1CO1 (centres undefined)
 : 23 | -3.5
- CCc1c(C)nc2ncnn2c1Nc1ccccc1C
 : 6 | 2.0
- Cc1cnc(NC(=O)c2nn(C)cc2[N+](=O)[O-])s1
 : 9 | -1.6
- COc1ccc(/C=C/C(=O)N(C)C2CCS(=O)(=O)C2)cc1 (centres undefined)
 : 4 | -2.4
- FC(F)Oc1ccc(-c2csc(Cc3nnc4n3CCCCC4)n2)cc1
 : 0 | 1.6
- Nc1cc(-c2ccc(Br)cc2)nn1Cc1ccccc1
 : -3 | -1.9
- CCOC(=O)C1CCCCN1Cc1ccc(-c2ccccc2)cc1 (centres undefined)
 : 0 | 1.7
- CC(=O)c1cccc(NS(=O)(=O)N2CCOCC2)c1
 : 4 | -0.9
- CC1CCN(C(=O)CSc2nc(N)c3c4c(sc3n2)CN(C)CC4)CC1
 : 5 | -1.7
- CC(C)c1nc2oc3c(NCC4CCCO4)ncnc3c2c2c1COC(C)(C)C2 (centres undefined)
 : 5 | 2.9
- CCOC(=O)c1c(N2CCN(c3ccccc3)CC2)cc(C)nc1C
 : 2 | -0.9
- CCOc1ccc(N(CC(=O)NCCSCc2ccccc2Cl)S(C)(=O)=O)cc1
 : 1 | -1.3
- Cc1ccc(-n2nc(-c3ccco3)cc2C(=O)O)c(C)c1
 : -4 | -0.8
- O=c1[nH]c(/C=C\c2ccc(O)c(O)c2)nc(O)c1[N+](=O)[O-]
 : 1 | -30*
- CCN1CCN(C(=O)c2cc(-c3ccc(Cl)s3)nc3ccccc23)CC1
 : 1 | -0.1
- COc1cccc(C(=O)Nc2ccc(NC(=O)C3CCCCC3)nc2)c1
 : 10 | -0.4
- COc1cc(/C=C/CN2CCC(Oc3ccc(C(=O)N4CCCC4)cc3)CC2)ccc1O
 : -2 | 4.0
- Cc1cccn2c(=O)c(/C=C(\C#N)C(N)=O)c(N3CCN(c4cccc(Cl)c4)CC3)nc12
 : 6 | 0.2
- CN(Cc1ccon1)C(=O)CC1C(=O)NCCN1Cc1ccccc1C(F)(F)F (centres undefined)
 : 10 | 1.8
- COCc1cc(C)nc(Sc2nc3c(c(=O)n(C)c(=O)n3C)n2C)c1C#N
 : -1 | -6.6
- O=C(O)CCCCCN=C1CCc2ccccc2N1
 : 1 | -4.0
- Cc1cc(C)nc(Nc2ccc(Cl)cc2C)n1
 : 7 | 0.4
- Cc1occc1-c1nnc(SCC(=O)N2CCCc3ccccc32)n1Cc1ccco1
 : 3 | -0.5
- CSc1ccccc1NC(=S)NC1CCCC1
 : -4 | -1.8
- CCCn1nc(NC(=O)COC)c2cc3cc(C)ccc3nc21
 : 5 | 0.0
- CCn1c(CSCc2ccc(C)cc2)n[nH]c1=S
 : 21 | -0.9
- O=S(=O)(c1ccccc1)N(Cc1cccc(F)c1)c1ccccc1
 : 4 | 0.8
- C#Cc1ccc(CN2CCC(Oc3cc(C(=O)NC4CC4)ccc3OC)CC2)cc1
 : 3 | 1.2
- Cc1cc(N2CCOCC2)n2nc(C)c(-c3ccccc3Cl)c2n1
 : 2 | -2.6

Remaining list, next part:
The line under a structure holds: PAFAH1B2 FP inh | MEX-5 binding
- O=C(CSc1nc2ccccc2c(=O)[nH]1)c1ccc(O)cc1O
 : 5 | -8.7
- c1ccc(OCCCCN2CCCCC2)cc1
 : -5 | 0.5
- COc1ccc(C(=O)/C=C2/C(=O)Nc3ccccc32)cc1
 : 0 | -2.3
- COc1ccc(NC(=O)c2ccco2)cc1NC(=O)c1ccccc1
 : 1 | -1.2
- COc1ccc(-n2c(C)c(C(C)=O)c3cc(O)ccc32)cc1
 : 5 | 0.9
- CN(C)N1C(N)=C(C#N)C(c2cccc([N+](=O)[O-])c2)C2=C1CC(C)(C)CC2=O (centres undefined)
 : 9 | -1.7
- O=C(NCCO)c1cc2c([nH]c3ccccc32)c(-c2ccc(F)cc2)n1
 : 6 | -2.0
- Cc1ccc(-c2csc(/C(C#N)=C(\O)CCl)n2)cc1
 : -4 | -3.5
- CCCCNC(=O)c1ccc2c(c1)S(=O)(=O)c1ccccc1C2=O
 : 6 | 2.3
- CCC1CC2(C)NC(=O)c3c(sc4c3CC(C)(C)OC4)N2C1=O (centres undefined)
 : 5 | 0.2

Laid out differently: results already given.
PAFAH1B2 FP inh | MEX-5 binding | mol
5 | -8.7 | O=C(CSc1nc2ccccc2c(=O)[nH]1)c1ccc(O)cc1O
-5 | 0.5 | c1ccc(OCCCCN2CCCCC2)cc1
0 | -2.3 | COc1ccc(C(=O)/C=C2/C(=O)Nc3ccccc32)cc1

Going on with the list.
The line under a structure holds: PAFAH1B2 FP inh | MEX-5 binding
- CC(=O)Nc1ccc(Nc2nnc(-c3ccc(C)c(S(=O)(=O)NCCO)c3)c3ccccc23)cc1
 : 4 | 1.1
- Cc1c(CCC(=O)NCCCCCC(=O)O)c(=O)oc2cc3occ(-c4ccccc4)c3cc12
 : -4 | 0.3
- Cc1ccccc1NC(=O)C(=Cc1ccc(C(=O)O)cc1)C(=O)Nc1ccccc1C
 : 4 | -3.3
- CCOC(=O)N1CCN(c2cc(N(C)CCO)c([N+](=O)[O-])c3nonc23)CC1
 : 2 | -1.0
- CC(C)n1cnc2c(oc3ccccc32)c1=O
 : 4 | -1.3
- Cc1nc2ccccc2n1CCOc1ccc(F)cc1
 : -2 | 2.2
- C=CCn1c(=O)c2c(nc(-n3nc(C)cc3C)n2C)n(C)c1=O
 : -1 | -1.7
- O=C(N/N=C/C=C\c1ccccc1[N+](=O)[O-])c1cc(-c2ccc3ccccc3c2)n[nH]1
 : -17 | -1.2
- CCn1c(=O)c2c(nc(SCc3ccccn3)n2C)n(C)c1=O
 : -1 | 2.4
- COc1ccc2nc(SCC(=O)NCc3ccccc3)[nH]c2c1
 : 1 | 2.5

Whole records from above:
Profile of `CCOC(=O)N1CCN(c2cc(N(C)CCO)c([N+](=O)[O-])c3nonc23)CC1` = PAFAH1B2 FP inh = 2; MEX-5 binding = -1.0
Profile of `COc1ccc2nc(SCC(=O)NCc3ccccc3)[nH]c2c1` = PAFAH1B2 FP inh = 1; MEX-5 binding = 2.5

Additional results follow.
The line under a structure holds: PAFAH1B2 FP inh | MEX-5 binding
- COc1ccccc1NC(=O)CSc1nnnn1C1CCCC1
 : 3 | -0.5
- Cc1c(CC(=O)NCCCCCC(=O)O)c(=O)oc2cc3c(cc12)CCC(C)(C)O3
 : 3 | -1.3
- C[C@@H]1CN(c2c(F)c(F)c3c(=O)c(C(=O)O)cn(C4CC4)c3c2F)C[C@H](C)N1
 : 0 | -2.9
- Cc1ccc(C)c(CN2CCC(CNC(=O)Nc3ccc(Br)cc3F)CC2)c1
 : -2 | -2.3
- Cn1c(=O)c([N+](=O)[O-])c(Oc2ccccc2)c2ccccc21
 : 3 | -4.3
- CN(Cc1ccccc1Cl)C(=O)C1CCC(=O)N(C2CCCCCC2)C1 (centres undefined)
 : -1 | -0.5
- CC(NC(=O)OCc1ccccc1)C(=O)N1CC(O)CC1C(=O)O (centres undefined)
 : 0 | -0.1
- O=S(=O)(c1ccc2ccccc2c1)N1CCc2ccccc21
 : 8 | 0.8
- Cc1ccc(S(=O)(=O)NCC(c2ccccc2)N2CCN(c3ccc(F)cc3)CC2)cc1 (centres undefined)
 : 3 | -1.5
- COc1ccc(CN2CCNC(=O)C2CC(=O)NC2CCOCC2)cc1C (centres undefined)
 : -2 | -4.2

Overlap with the part before: five compounds; new compounds follow.
| Compound | PAFAH1B2 FP inh | MEX-5 binding |
| --- | --- | --- |
| CN(Cc1ccccc1Cl)C(=O)C1CCC(=O)N(C2CCCCCC2)C1 (centres undefined) | -1 | -0.5 |
| CC(NC(=O)OCc1ccccc1)C(=O)N1CC(O)CC1C(=O)O (centres undefined) | 0 | -0.1 |
| O=S(=O)(c1ccc2ccccc2c1)N1CCc2ccccc21 | 8 | 0.8 |
| Cc1ccc(S(=O)(=O)NCC(c2ccccc2)N2CCN(c3ccc(F)cc3)CC2)cc1 (centres undefined) | 3 | -1.5 |
| COc1ccc(CN2CCNC(=O)C2CC(=O)NC2CCOCC2)cc1C (centres undefined) | -2 | -4.2 |
| CN(CCc1cn[nH]c1)C(=O)C1CCC(=O)N(CC2CCCCC2)C1 (centres undefined) | 3 | -1.0 |
| N#CC1=C(N)Oc2cc(N)ccc2C1c1cccc(Br)c1 (centres undefined) | 4 | -3.1 |
| Cc1ccc(-c2nn3c(C)nnc3s2)cc1NC(=O)c1ccc(-c2cccc(Cl)c2)o1 | -13 | 5.7 |
| Cc1coc2c1c(C)cc1oc(=O)c(CC(=O)NCC(=O)NCC(=O)O)c(C)c12 | 5 | 1.6 |
| COc1ccc(-n2cnc3cc([N+](=O)[O-])ccc32)cc1 | 2 | -0.8 |
| Cc1ccc(-c2cc(C(=O)N/N=C/c3c[nH]c4ccccc34)[nH]n2)cc1 | 15 | -1.9 |
| COc1ccc(-n2c(CN3CCN(c4ccccc4OC)CC3)nc3ccc([N+](=O)[O-])cc3c2=O)c(OC)c1 | 3 | -0.1 |
| CC(C)(CNC(=O)c1ccc(NS(=O)(=O)c2ccc(F)cc2)cc1)N1CCOCC1 | 0 | -2.4 |
| CCOc1cc(/C=N/Nc2nnc(C)n2N)ccc1OC(C)=O | 5 | -1.4 |
| Cc1ccc2c(C)cc(=S)[nH]c2c1 | 5 | 0.9 |
| CN1CCC(NCCC(c2ccc(F)cc2)c2ccc(Cl)cc2)CC1 (centres undefined) | 0 | 3.5 |
| CCCOc1ccc(/C=N/n2nnnc2N)cc1OC | -2 | 0.1 |
| CCOc1ccc(NC(=O)Cn2ncc3ccccc32)cc1 | 6 | 0.8 |
| Cc1cc(C)n(-c2nc3ccccc3c(=O)n2OCC(=O)OCc2ccccc2)n1 | -3 | -1.2 |
| COc1cccc(OCCOc2ccc(/C=C3\C(=N)N4N=C(S(C)(=O)=O)SC4=NC3=O)cc2OC)c1 | 1 | -6.9 |
| FC(F)Oc1ccc(NC(=S)NC2CCSc3ccccc32)cc1 (centres undefined) | -1 | 0.1 |
| CC(C)c1ccc(NC(=O)c2ccccc2NC(=O)C2CCCCC2C(=O)O)cc1 (centres undefined) | 13 | 2.2 |
| O=C(c1ccccc1)c1ccc(OCC(O)CNCc2cccc(Cl)c2)cc1 (centres undefined) | 2 | -3.5 |
| COc1ccc(OC)c(C(C)NC(=O)C(C)Cc2ccccc2)c1 (centres undefined) | -2 | -0.7 |
| N#CC1=C(N)Oc2n[nH]c(-c3ccc(F)cc3)c2C1c1cccnc1 (centres undefined) | 4 | -3.3 |
| CN1C(=O)C(=O)/C(=C(/O)c2ccccc2)C1c1ccc(Br)cc1 (centres undefined) | 9 | 2.1 |
| Cc1ccccc1C(=O)Nc1ccnn1C1CCN(Cc2c(C)n(C)c3ccccc23)CC1 | 0 | -7.0 |
| COc1cc(C2/C(=C(\O)c3ccc4c(c3)CC(C)O4)C(=O)C(=O)N2CC2CCCO2)cc(OC)c1OC (centres undefined) | 3 | 1.4 |
| O=[N+]([O-])c1cc(Br)c(O)c(/C=N/Nc2nc3ccccc3s2)c1 | 9 | -1.8 |
| COc1ccc(OC)c(-c2cc(C(=O)N/N=C(\C)c3cccnc3)c3ccccc3n2)c1 | 3 | -0.3 |
| C/C(=N\NC(=O)c1ccc(Br)cc1)c1cccnc1 | 0 | 3.2 |
| COc1ccc(CCn2c(C)cc3c(c2=O)C(c2ccncc2)C(C#N)=C(N)O3)cc1OC (centres undefined) | 0 | 8.0 |
| Cc1ccc2oc(C(=O)NC3CCS(=O)(=O)C3)c(C)c2c1 (centres undefined) | -2 | 0.4 |

Screening data from PubChem.

These rows are one share of the data (hit frequency here may not be typical).
